IEC-6 cytotox – cytotoxicity in IEC-6 intestinal epithelial cells, primary screen, cytotoxicity control for KLF5 inhibitor project, cell-based, luminescence; actives 0.78% (n = 290,000); IEC-6 cytotoxicity, luminescence viability; inhibition, % at 5 µM; AID 1825, 2009; in the data active = inhibition above about 22%;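 note: 0% = plate median of test compound wells and 100% = cytotoxic reference compound wells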
KLF5 inh – KLF5 expression inhibitors, primary screen, DLD-1 cells, luminescence | DLD-1 KLF5 promoter-luciferase reporter | inhibition, % at 5 µM | actives 0.23% (n = 290,000);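 active = inhibition above a per-plate limit of that plate's mean compound inhibition plus 3 SD, cut at about 60% in these data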;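 note: 0% = DMSO wells and 100% = LY294002 at 200 µM; higher means less KLF5 promoter-driven luciferase light; inactives centre near -14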
HSF1 inh – HSF1 inhibitors in luciferase reporter cells, primary screen, cell-based, NIH3T3, luminescence; NIH3T3-HGL HSE-luciferase, MG132-induced, luminescence 8 h; active compounds read low; activity change, negative = inhibition, % at 7.5 µM (by protocol); actives 0.77% (n = 300,000);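 active = more than half of replicate wells show activity change below -50%, luminescence cut by over half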;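 note: luciferase reports HSF-1 transcriptional activity via heat shock element; 0% = median of DMSO wells and -100% = zero luminescence signal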
HIF activator – HIF pathway transcriptional activators, primary screen, cell-based, U2OS HRE-luciferase, luminescence | U2OS HRE-luciferase reporter; normalized: DMSO 0%, desferrioxamine 100% | activation, % at 7.5 µM (by protocol) | actives 0.32% (n = 300,000) | AID 1910, 2009;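 active = mean activation of at least 10% of the iron chelator positive control signal, with at least half of replicates also reaching 10%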
HSF-1 act – HSF-1 activators, primary screen, NIH3T3-HGL cells, MG132 stress, luminescence, single point. NIH3T3-HGL HSF-1 luciferase reporter, 8 h; 100% = twice DMSO control signal. activation, % at 9 µM. actives 1.7% (n = 300,000);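 active = mean replicate activation of at least 50% with a set share of replicates each reaching 50%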;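 note: 0% = median of the neutral control wells and 100% = twice that signal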
GSK3B inh – human GSK3beta kinase inhibitors, primary screen, biochemical, cell-free homogeneous, HTS. Glycogen synthase kinase-3 beta (Homo sapiens), P49841. GST-GSK3beta kinase, ADP-Glo luminescence, 60 min; active compounds read low. activity score (negative = inhibition), % at 10 µM. actives 0.038% (n = 300,000). AID 2097, 2009;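 active = more than half of replicate wells score below -50%, meaning over 50% inhibition versus plate controls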;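 note: 0% = median DMSO wells and -100% = median GW8510 positive control wells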
Target sequence (P49841 whole entry, looked up): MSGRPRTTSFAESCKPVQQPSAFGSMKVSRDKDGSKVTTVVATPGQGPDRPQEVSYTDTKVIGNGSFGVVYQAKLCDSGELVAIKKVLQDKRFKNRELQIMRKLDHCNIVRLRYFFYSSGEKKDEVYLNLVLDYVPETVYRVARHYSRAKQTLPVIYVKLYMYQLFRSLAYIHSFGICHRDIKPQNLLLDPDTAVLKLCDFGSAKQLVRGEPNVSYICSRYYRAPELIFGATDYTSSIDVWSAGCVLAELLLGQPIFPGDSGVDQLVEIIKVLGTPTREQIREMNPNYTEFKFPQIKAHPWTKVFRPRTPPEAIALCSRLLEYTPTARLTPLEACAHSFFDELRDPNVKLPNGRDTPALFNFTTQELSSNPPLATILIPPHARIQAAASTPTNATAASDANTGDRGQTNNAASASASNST
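test system = GST-tagged human GSK3beta kinase, cell-free | reagent = 25 µM ATP with peptide substrate | dosing = one dose of 10 µM per compound | schedule = 60 min reaction, RT | detection = luminescent ADP-Glo measurement of ADP formed | control set = DMSO neutral wells and GW8510 at 20 µM as positive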
aSyn UTR inh – MLPCN primary screen, SNCA 5' untranslated region | alpha-synuclein 5'UTR reporter, inhibitor activity | inhibition, % (tested at 7.5 µM) | actives 0.82% (n = 300,000); in the data active = inhibition above about 60%;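 note: H4 neuroglioblastoma cells stably carrying SNCA 5'UTR luciferase fusion; 0% = DMSO wells and 100% = positive control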
HSP90 refold inh – HSP90 inhibitors, primary screen, cell lysate, luminescence. Rabbit reticulocyte lysate, luciferase refolding luminescence, 3 h. inhibition, % at 5.6 µM. actives 0.91% (n = 290,000);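 active = inhibition above the screen-wide mean plus 3 SD, computed separately per campaign, cut at about 16% in these data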;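 note: 0% = DMSO wells and 100% = 60 µM geldanamycin wells; inhibitors lower the luminescence because luciferase stays unfolded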
AI-2 QS modul – Vibrio harveyi AI-2 quorum sensing modulators, primary screen, JMH597 strain, luminescence/OD600 ratio. Vibrio harveyi JMH597 AI-2 luminescence/OD600 ratio, 9 h; active compounds read low; strain lacks LuxN and CqsS sensors; 0 = neutral-control median. activity change, % at 7.5 µM. actives 0.4% (n = 300,000). AID 2094, 2009; in the data active = activity change below about -75%, passing the limit was not always enough;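 note: luminescence divided by OD600 gain over 9 h not by final OD600 alone; inactives centre near 13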
GSK3 alpha inh – blockers of GSK3A enzyme activity – biochemical, luminescence, cell-free homogeneous, HTS, primary screen; Glycogen synthase kinase-3 alpha (Homo sapiens), P49840; GSK-3 alpha kinase, ADP-Glo luminescence, 60 min; inhibition, % at 10 µM; actives 0.1% (n = 320,000); AID 2650, 2010;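 in the data active = inhibition above about 50%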;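 note: GST-tagged GSK-3 alpha with peptide substrate and 25 µM ATP; 0% = DMSO neutral wells and 100% = GW8510 positive control wells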
Target sequence (P49840 whole entry, looked up): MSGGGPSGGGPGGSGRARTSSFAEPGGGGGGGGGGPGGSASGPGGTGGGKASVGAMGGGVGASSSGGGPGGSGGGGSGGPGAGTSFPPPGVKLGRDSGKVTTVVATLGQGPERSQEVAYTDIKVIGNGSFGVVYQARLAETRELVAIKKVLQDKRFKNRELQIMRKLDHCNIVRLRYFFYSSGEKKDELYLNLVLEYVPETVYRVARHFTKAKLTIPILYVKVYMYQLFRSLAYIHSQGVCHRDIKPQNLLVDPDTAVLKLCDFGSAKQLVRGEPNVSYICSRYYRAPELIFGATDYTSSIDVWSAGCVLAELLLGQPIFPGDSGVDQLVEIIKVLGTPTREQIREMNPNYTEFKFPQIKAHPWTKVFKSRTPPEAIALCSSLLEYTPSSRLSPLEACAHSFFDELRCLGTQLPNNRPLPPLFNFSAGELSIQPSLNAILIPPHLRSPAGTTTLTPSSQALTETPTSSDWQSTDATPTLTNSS
The depositor's hits bear a star; · = not tested or not shown.

SMILES | IEC-6 cytotox | KLF5 inh | HSF1 inh | HIF activator | HSF-1 act | GSK3B inh | aSyn UTR inh | HSP90 refold inh | AI-2 QS modul | GSK3 alpha inh
CC1Oc2ccccc2N(CC(=O)NCc2cccs2)C1=O (stereo unspecified) | 3 | -8 | 4 | 0.9 | 4 | 5 | -8 | -2 | 8 | -1
CCCCc1c(O)nc(SCC(=O)c2ccccc2)[nH]c1=O | 2 | 4 | -5 | 0.8 | -2 | 1 | -87 | -4 | 29 | -2
COc1cccc(Nc2ncccc2C(=O)O)c1 | -2 | -42 | -2 | 0.5 | 15 | 8 | -24 | -3 | -45 | -6
Cc1cccc(OC2CCN(Cc3nc(CC4CC4)no3)CC2)c1 | -4 | -49 | -5 | -0.5 | 2 | 4 | 34 | -3 | 24 | -6
CCc1nc(SCC#N)c(C#N)cc1C | 2 | -18 | -2 | -0.2 | -8 | -1 | 69* | -2 | 21 | 0
CC(=O)Nc1ccc(C(=O)CSc2nnnn2C2CCCC2)cc1 | -2 | -5 | 24 | 1.6 | 31 | -2 | -27 | 6 | 11 | 1
CN(C)Cc1c(C(=O)N/N=C/c2cccnc2)nnn1-c1nonc1N | 1 | -10 | 1 | 0.3 | 8 | -7 | -7 | 2 | 32 | 6
Cc1onc(-c2ccccc2)c1-c1ccnn1C(=O)NC(C)C | 0 | 1 | -15 | -0.2 | -12 | -4 | 22 | 0 | 5 | 7
COc1ccc(COCC(O)CN2CCC(CN3C(=O)c4cccc5cccc(c45)C3=O)CC2)cc1OC (stereo unspecified) | -8 | -24 | 3 | -2.8 | 7 | 2 | -25 | 2 | 33 | 3
Cc1c(CN2CCCCC2)c(O)n(CCCO)c(=O)c1C#N | -1 | -16 | -5 | -0.5 | -20 | 3 | 1 | 2 | 9 | 0
C/C(=N/NS(=O)(=O)c1ccc(CC(C)C)cc1)c1ccncc1 | 6 | -8 | 0 | -0.1 | -1 | 2 | -8 | -1 | 22 | -3
Cc1ccccc1CC(=O)N1CCN(S(=O)(=O)c2cccs2)CC1 | 0 | -25 | 4 | -0.1 | 4 | -2 | 16 | -3 | 8 | -2
Cc1ccc(/C=C/C(=O)N2CCN(c3ncccn3)CC2)o1 | 5 | -17 | 25 | 0.5 | 5 | -3 | 2 | 2 | 4 | 2
COCCNC(=O)c1ccccc1NC(=O)COc1ccccc1 | 2 | -37 | 3 | -0.3 | 1 | 1 | -16 | -3 | 13 | -1
CCc1ccc(-c2cc(C(F)(F)F)n3nc(C(=O)Nc4c(C)nn(Cc5ccccc5C)c4C)cc3n2)s1 | -1 | -6 | 3 | -0.6 | -2 | 1 | 9 | 0 | 2 | 0
CC(NC(=O)c1ccco1)C(c1cccs1)N1CCOCC1 (stereo unspecified) | 6 | -20 | -1 | -0.4 | -2 | 2 | 18 | 1 | 33 | 0
COc1ccc(C2CC(c3ccccc3O)=NN2c2ccccc2)cc1 (stereo unspecified) | · | · | 2 | 0.3 | -3 | 1 | -26 | · | 22 | 21
Cc1ccc(Cc2nnc(SCC(=O)Nc3ccc(C)cc3C)[nH]c2=O)cc1 | · | · | 6 | -0.5 | 1 | -2 | 14 | · | 10 | -7
O=C(CN(Cc1ccc(F)cc1)C(=O)c1csnn1)NC1CCCC1 | -2 | -16 | 5 | 0.9 | 24 | · | -4 | 1 | · | -2
CCCOCC(O)CC(Cc1ccccc1)C(=O)NN (stereo unspecified) | 2 | 2 | 1 | 0.4 | -4 | 4 | -24 | 5 | 16 | -2
COc1ccccc1NC(=O)CSc1nnc(-c2ccccc2)o1 | 3 | -128 | 16 | 2.2 | 29 | -2 | -90 | -1 | 12 | ·
CC(=O)COc1ccc2c(c1C)O/C(=C\c1ccco1)C2=O | -8 | -4 | 4 | 1.6 | 3 | -3 | -213 | 7 | -7 | 1
CC(Sc1nc2ccc(Br)cc2[nH]1)C(=O)O (stereo unspecified) | -7 | -20 | 7 | 0.1 | 2 | 2 | -3 | 0 | 16 | -3
CCCCSc1nnc(CCNC(=O)OC(C)(C)C)o1 | 3 | -29 | -2 | -0.1 | 5 | -1 | -3 | -2 | 10 | -5
COc1ccc(-c2nc3ccccn3c2C=O)cc1 | 4 | -63 | 5 | · | 32 | -2 | -110 | -1 | 12 | 0
CCN1C(=O)C(=O)N(CC(=O)N(C)CC(=O)Nc2ccccc2Cl)C1=O | · | · | -7 | 0.7 | 6 | 0 | -3 | · | 8 | -2
COc1ccc(OCc2nnc(NC(=O)Nc3ccc(F)cc3)s2)cc1 | 2 | -27 | -10 | 0.3 | -14 | -3 | 4 | -1 | 11 | -2
COC(=O)c1sc2cc([N+](=O)[O-])cc(SCC(C)C)c2c1N | -2 | -8 | -4 | -0.1 | 3 | 2 | 12 | -4 | 12 | -2
C=CCn1c(SCC(=O)Nc2sccc2C(N)=O)nc2sc(CC)cc2c1=O | 0 | -10 | 8 | -0.7 | 24 | 2 | -1 | -4 | 20 | 0
O=C(OCCN=C1NS(=O)(=O)c2ccccc21)c1cccc([N+](=O)[O-])c1 | -2 | -9 | 1 | -0.4 | 20 | 2 | -11 | -1 | 37 | 1
Cc1cc2c(cc1S(=O)(=O)N(C)c1ccccc1)n(C)c(=O)n2C | 6 | 9 | -9 | 0.2 | -10 | -3 | 14 | 2 | 9 | -1
COc1ccc(C2(C(=O)NC3CCCCC3)CCOCC2)cc1OC | -2 | -23 | -10 | -1.4 | -24 | -4 | 8 | -4 | 7 | 0
CC(=Nc1ccccc1C)C1=C(O)CSC1=O | 3 | -16 | -2 | 0.6 | 0 | -1 | -29 | 7 | 6 | -1
CN(C)CCNC(=O)c1cc2c(s1)-c1ccc(Cl)cc1SC2 | 101* | -43 | -39 | -6.3 | -54 | -1 | 100* | -7 | 12 | 15
CN(NC(=O)/C=C/C(=O)O)c1ncc(C(F)(F)F)cc1Cl | 2 | -16 | 3 | -0.3 | 9 | 3 | 6 | -1 | 5 | 4
O=C(COc1cccc2c1CCN(Cc1ccc(Br)cc1)C2=O)NCc1ccco1 | -2 | -10 | 7 | -0.4 | 42 | -4 | -5 | -1 | 30 | -1
CCn1c(C)nc2cc(S(=O)(=O)N3CCCC3)ccc21 | -1 | -5 | · | · | · | · | · | -1 | · | 2
Cc1ccccc1C(=O)NNC(=O)CSc1nc(-c2ccccc2)cc(=O)[nH]1 | 1 | -33 | 0 | 0.2 | 12 | 1 | -11 | 1 | 20 | 1
Cc1cccc(NC(=O)c2n[nH]c([N+](=O)[O-])c2Br)c1C | -5 | -123 | 19 | 1.7 | 32 | 6 | -62 | 10 | 11 | -2
Cc1cccc(NC(=O)CSc2nc3nc(C)cc(C)c3c(=O)[nH]2)c1 | 2 | 3 | 2 | · | 2 | 1 | 9 | -1 | 15 | -1
Cc1nnc(-c2cnn(C)c2N)n1CCCN1CCOCC1 | 1 | -13 | -5 | -0.7 | -10 | -24 | -24 | 2 | 9 | ·
CCC(=O)Nc1cccc(C2=NOC3(C2)C[C@@H](C(N)=O)N(C(=O)CC)C3)c1 (stereo partly specified) | · | · | -3 | -4.4 | -6 | 1 | -20 | · | 16 | 3
O=C(COc1ccc(Br)cc1)N(Cc1cccs1)C1CCS(=O)(=O)C1 (stereo unspecified) | -9 | -6 | 13 | · | 22 | 0 | 13 | 2 | 33 | ·
CC(NC(=O)/C(C#N)=C/c1cn[nH]c1-c1ccccc1)c1ccccc1 (stereo unspecified) | 6 | -8 | 1 | -0.3 | -13 | -2 | 32 | -1 | -3 | 3
Fc1ccccc1-c1n[nH]c(=S)n1Cc1ccccc1 | -2 | -15 | -3 | -1.0 | -19 | -1 | 6 | 3 | -10 | 0
CC(Oc1ccccc1)c1ccnn1S(C)(=O)=O (stereo unspecified) | -10 | -33 | 1 | 1.0 | 4 | -1 | 1 | -2 | 2 | -1
O=C(NNC(=O)c1ccccc1-n1cccc1)c1ccc(F)cc1 | -4 | -29 | 1 | -43 | 9 | 2 | -18 | -1 | -7 | 0
Cc1ccc(S(=O)(=O)NCCn2nc(C)nc2C)cc1 | -2 | -4 | -2 | 0.1 | -13 | 2 | -6 | 6 | 10 | 1
CCOC(=O)c1c(C)n(CC(O)CN(C)C)c2cc(Br)c(OC)cc12 (stereo unspecified) | -1 | -4 | -2 | -0.4 | 8 | -2 | -16 | -1 | 11 | ·
CN(C)CCNC(=O)c1scc2c1CCCC2 | 3 | -13 | -5 | -0.1 | -6 | -1 | 15 | -5 | 21 | 1
O=C(Nc1ccc(CN2CCCCC2)cc1)Nc1ccccc1Cl | 9 | -19 | 19 | 3.3 | 29 | 0 | -90 | -1 | 21 | 9
Cc1cc(=O)oc2cc(OCC(=O)NCCc3ccccc3)ccc12 | 7 | 6 | 1 | -0.8 | 7 | 2 | -7 | 2 | -3 | 5
O=C(Oc1cccc(OC(=O)N2CCCCC2)c1)N1CCCCC1 | 2 | -22 | 0 | -1.5 | 5 | 2 | 23 | 0 | 4 | 0
CSCc1c(C(=O)Nc2ccc3c(c2)OCO3)oc2ccccc12 | 4 | -62 | 18 | 1.2 | 29 | -2 | -32 | 1 | -1 | 1
CN(Cc1cccs1)CC(O)COCc1ccco1 (stereo unspecified) | 0 | 2 | -5 | 0.4 | -2 | 0 | -5 | 4 | 23 | 4
CCOC(=O)COc1ccccc1/C=N/Nc1nnc2c3ccccc3n(C)c2n1 | · | · | 1 | 0.2 | 14 | 2 | -5 | · | 13 | 0
COc1ccc(N2C(=O)C3C(c4ccc(C(=O)O)cc4)NC(Cc4ccccc4)(C(=O)O)C3C2=O)c([N+](=O)[O-])c1 (stereo unspecified) | -3 | -14 | 0 | -0.2 | 11 | 1 | -4 | 5 | 22 | ·
O=C(CN1CCN(CC(=O)Nc2ccc(OCc3ccccc3)cc2)CC1)Nc1ccc(F)cc1 | -1 | -5 | 9 | 0.5 | 12 | 0 | -54 | -2 | 4 | -3

Compound profiles, as listed above. Screens in order: IEC-6 cytotox | KLF5 inh | HSF1 inh | HIF activator | HSF-1 act | GSK3B inh | aSyn UTR inh | HSP90 refold inh | AI-2 QS modul | GSK3 alpha inh
`CSCc1c(C(=O)Nc2ccc3c(c2)OCO3)oc2ccccc12` is entered as 4 | -62 | 18 | 1.2 | 29 | -2 | -32 | 1 | -1 | 1
`CN(C)CCNC(=O)c1scc2c1CCCC2` is entered as 3 | -13 | -5 | -0.1 | -6 | -1 | 15 | -5 | 21 | 1
`CC(Oc1ccccc1)c1ccnn1S(C)(=O)=O` (stereo unspecified) is entered as -10 | -33 | 1 | 1.0 | 4 | -1 | 1 | -2 | 2 | -1

Bioassay records (PubChem BioAssay)
